Myeloid diff 2 = induction of myeloid progenitor differentiation, primary screen, cell-based, flow cytometry, MLPCN library; 360,000 tested, 1% active; ER-HoxA9 myeloid progenitors, lysozyme-GFP differentiation; AID 624256, 2012; calls only at 10 µM;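 active means normalized GFP-positive differentiation at or above the plate's own cutoff, the solvent-only control mean plus 3 SD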;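 further: cells exposed to compound for four days before flow analysis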
NOD2 inhibition = NOD2 signaling inhibitors, cell-based, luminescence, uHTS, HEK293 (AID 1566) | inhibition, % at 4 µM, or EC50 in µM where a hit was titrated | HEK293 NOD2/NF-kB luciferase reporter, luminescence; higher % means a stronger effect | 290,000 tested, 0.63% active; further: many of its hits are not listed in these tables
KOR beta-arrestin-1 = KOR antagonists, beta-arrestin recruitment, cell-based, luminescence, uHTS (AID 1778); one-dose inhibition, % at 10 µM; IC50 in µM for titrated hits; 290,000 tested, 0.091% active; KOR beta-arrestin recruitment, luminescence, antagonist mode; higher % means a stronger effect; further: strong numbers were not always called active
NOD1 inhibition = NOD1 signaling inhibitors, primary screen, cell-based, luminescence, uHTS (AID 1578) | 290,000 tested, 1% active | one-dose inhibition, % at 4 µM; EC50 in µM for titrated hits | NOD1-driven NF-kB luciferase reporter cells, luminescence; higher % means a stronger effect; in the data active means inhibition mostly above about 36%, no sharp cut-off; inactive means mostly below about 34%;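 further: HEK-293T reporter cells stimulated with the NOD1 agonist gamma-tri-DAP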
HIV peptide binding = inhibitors of HIV fusion peptide binding, primary screen, biochemical, uHTS, fluorescence dequenching (AID 1986); cell-free peptide binding, fluorescence dequenching, 30 min; higher % means a stronger effect; inhibition, % at 20 µM, or IC50 in µM where a hit was titrated; 290,000 tested, 0.3% active; in the data active means inhibition mostly above about 52%, no sharp cut-off; inactive means mostly below about 76%; further: some results filed as inactive read as strong as hits
KOR beta-arrestin-2 = KOR agonists, beta-arrestin recruitment, primary screen, cell-based, luminescence, uHTS (AID 1777); KOR beta-arrestin recruitment, luminescence; higher % means a stronger effect; Kappa-type opioid receptor (Homo sapiens); one-dose activation, % at 10 µM; EC50 in µM for titrated hits; 280,000 tested, 0.02% active; in the data active means activation above about 50%, passing the limit was not always enough; further: a part of the inactive calls stands beside numbers as strong as those of hits
SIAH1 antagonists = Siah-1 peptide-binding antagonists, primary screen, biochemical, fluorescence polarization, rhodamine-plectin, uHTS (AID 1817) | 290,000 tested, 0.02% active | E3 ubiquitin-protein ligase SIAH1 (Homo sapiens) | displacement, % at 20 µM; hits with a dose series show IC50 in µM | Siah-1 / rhodamine-plectin peptide fluorescence polarization; higher % means a stronger effect;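 active means displacement of at least 50% at 20 µM, with a fluorescence ratio check between 0.3 and a set limit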;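 further: plate controls were Siah plus tracer with DMSO for no effect and tracer alone without Siah for full effect; strong numbers were not always called active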
LYP phosphatase = inhibitors of LYP phosphatase, biochemical, fluorescence intensity, uHTS (AID 1779) | Tyrosine-protein phosphatase non-receptor type 22 (Homo sapiens) | recombinant LYP phosphatase, fluorescence intensity; higher % means a stronger effect | inhibition, % at 11.5 µM; hits with a dose series show IC50 in µM | 290,000 tested, 0.054% active;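 further: plate controls were vehicle with enzyme for no effect and no enzyme for full effect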
Salmonella PhoP GFP = inhibitors of PhoP regulon expression, primary screen, Salmonella Typhimurium, GFP reporter (AID 1863); S. Typhimurium PhoP-regulated promoter GFP reporter, 4 h; higher % means a stronger effect; inhibition, % at 50 µM; hits with a dose series show IC50 in µM; 300,000 tested, 0.16% active;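 active means inhibition over 29.93%, a cutoff 3 SD above the screen mean, later confirmed by dose response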;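 further: 0% = low Mg2+ inducing control and 100% = high Mg2+ repressing control; strong numbers were not always called active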
Myeloid diff 2 GFP+ MAC1+ % = further read-out of Myeloid diff 2, marked with its call; GFP+ MAC1+ double positive, %; measured here: differentiation confirmed by MAC1 staining
The depositor's hits bear a star; i = inactive; nt = no result given; [ ] = another dose, or the depositor's remark. Unless noted, no stated cut-off is given here; in the data, active means inhibition above about 50%; inactive means the rest.

SMILES	Myeloid diff 2	Myeloid diff 2 GFP+ MAC1+ %	NOD2 inhibition	KOR beta-arrestin-1	NOD1 inhibition	HIV peptide binding	KOR beta-arrestin-2	SIAH1 antagonists	LYP phosphatase	Salmonella PhoP GFP
CCn1c(CNC(=O)c2ccccc2F)nnc1SCC(=O)NC1CCCCC1C (stereo not drawn)	i	0.3	-2%	-9%[20 µM]	-17%	-0.6%	-3.9%	1%	-4%	-2%
O=C(NCc1ccc(F)cc1)C(c1ccccc1)N(C(=O)c1csnn1)c1ccccc1 (stereo not drawn)	i	2.9	13%	-54%	-6%	1.2%	9.7%	1%	-8%	-1%
COc1ccc(SC[C@H](Cc2ccccc2)N2CCN(CCc3ccccc3)CCC2=O)cc1	i	2.0	5%	19%	5%	0.7%	0.3%	1%	-8%	1%
O=C(NC1CC1)c1ccc2c(c1)ncn2C1CCCC1	i	0.4	-36%	-27%	31%	0.1%	11%	-4%	-4%	-4%
COc1ccccc1NC(=S)NNC(=O)c1nn(C)cc1Cl	i	1.1	7%	-4%	7%	-1.2%	1.0%	-8%	-12%	-1%
CCOC(=O)c1ccc2c(c1)n(CCCS(=O)(=O)[O-])c(/C=C/c1ccc(Cl)cc1)[n+]2CC	i	0.5	2%	-12%	-12%	-1.3%	3.3%	2%	2%	-9%
CC(=O)c1cccc(NC(=O)COC(=O)c2n[nH]c3ccccc23)c1	i	0.5	-4%	2%	-27%	0.6%	2.8%	-5%	5%	-3%
CCN(CC(=O)NCc1ccncc1)S(=O)(=O)c1ccc(OC)cc1	i	0.2	8%	-18%	-17%	0.4%	2.3%	0%	-5%	-2%
CC(Sc1nnc(CNC(=O)c2ccco2)n1C)C(=O)Nc1nccs1 (stereo not drawn)	i	1.8	-10%	-31%	5%	-0.6%	4.6%	-2%	-6%	10%
O=C(COC(=O)/C=C/c1ccc(S(=O)(=O)N2CCOCC2)cc1)NCc1ccc2c(c1)OCO2	i	0.1	10%	19%	-27%	0.9%	0.5%	0%	-3%	-9%
C#CCOc1c(Br)cc(/C=C2/C(=O)ON=C2C)cc1OC	i	0.9	6%	-10%	-1%	-0.3%	-1.6%	4%	-4%	nt
N/C(=N/OC(=O)c1ccccc1Cl)c1nonc1N	i	0.4	-52%	-41%	-49%	-1.3%	3.5%	3%	-1%	8%
O=C(COc1cccc(F)c1)Nc1ccc2[nH]c(=O)[nH]c2c1	i	0.3	-1%	-13%[20 µM]	-12%	-2.0%	-1.8%	-9%	-8%	6%
Cc1cccc(C)c1NC(=O)N1CCC(C(=O)c2ccc(F)cc2)CC1	i	0.9	-13%	-19%	-34%	-0.1%	1.2%	-2%	-1%	-5%
Cc1ccc(/C=N/NC(=O)c2cccnc2)o1	i	0.3	16%	9%	-22%	-0.1%	-1.9%	2%	-5%	5%
CC(C)c1ccccc1NC(=S)N1CCN(S(=O)(=O)c2cccs2)CC1	i	0.0	14%	28%	-22%	1.3%	-3.3%	8%	-5%	-9%
CCOC(=O)CSc1nc2ccccc2n1CC(=O)N(C(C)C)C(C)C	i	0.9	-15%	nt	-20%	-0.6%	nt	8%	0%	4%
O=S1(=O)NC(=NCCc2ccccn2)c2ccccc21	i	0.7	11%	21%	-38%	0.8%	-1.8%	1%	0%	10%
O=S(=O)(c1ccc(Br)s1)N1CCN(c2ncccn2)CC1	i	1.1	5%	-4%	15%	-2.1%	-7.8%	3%	-2%	-5%
CCOC(=O)c1c(C)nc2c(c1-c1ccccc1)C(=O)CC(C)(C)C2	i	0.8	11%	-63%	3%	-1.6%	3.6%	2%	-2%	2%
CCCNC(=O)c1c(C)cc(=O)oc1C	i	6.3	-11%	-30%	nt	-1.2%	3.2%	3%	1%	-4%
Cc1oc(-c2ccc(Cl)cc2)cc1C(=O)/C(C#N)=C/Nc1ccccc1	i	0.3	-7%	12%	-5%	7.8%	-4.7%	-1%	-4%	11%
Fc1ccc(Nc2nc(Oc3ccccc3F)nc(N3CCCC3)n2)cc1	i	0.6	4%	-13%	2%	1.6%	2.4%	-3%	-4%	2%
O=[N+]([O-])c1ccc(N2CCN(Cc3ccc4c(c3)OCO4)CC2)nc1	nt	nt	0%	-16%	-19%	-0.6%	2.5%	-3%	-4%	3%
COc1ccc(C(=O)Nc2ccc(OCC(=O)N3CCOCC3)cc2)c(OC)c1OC	i	0.2	-12%	20%	-17%	-1.1%	-2.4%	-2%	-8%	9%

Shown with two lines to a compound: part of the list above
Order of values – Myeloid diff 2, Myeloid diff 2 GFP+ MAC1+ %, NOD2 inhibition, KOR beta-arrestin-1, NOD1 inhibition, HIV peptide binding, KOR beta-arrestin-2, SIAH1 antagonists, LYP phosphatase, Salmonella PhoP GFP
> O=S(=O)(c1ccc(Br)s1)N1CCN(c2ncccn2)CC1
    i, 1.1, 5%, -4%, 15%, -2.1%, -7.8%, 3%, -2%, -5%
> O=S1(=O)NC(=NCCc2ccccn2)c2ccccc21
    i, 0.7, 11%, 21%, -38%, 0.8%, -1.8%, 1%, 0%, 10%
> Cc1cccc(C)c1NC(=O)N1CCC(C(=O)c2ccc(F)cc2)CC1
    i, 0.9, -13%, -19%, -34%, -0.1%, 1.2%, -2%, -1%, -5%

Next section.
SMILES	Myeloid diff 2	Myeloid diff 2 GFP+ MAC1+ %	NOD2 inhibition	KOR beta-arrestin-1	NOD1 inhibition	HIV peptide binding	KOR beta-arrestin-2	SIAH1 antagonists	LYP phosphatase	Salmonella PhoP GFP
CCCCc1nc2ccccc2c(=O)n1NC(=O)c1c(O)c2cccc3c2n(c1=O)CCC3	nt	nt	11%	-7%	24%	1.3%	-1.8%	-5%	-2%	nt
O=c1ccc2cc(S(=O)(=O)Nc3ccc(Br)cc3)ccc2o1	i	0.5	15%	-60%[20 µM]	-12%	2.6%	-4.1%	8%	-4%	-5%
O=C(CCCn1c(=S)[nH]c2ccccc2c1=O)NCc1ccco1	i	1.0	-6%	10%	-22%	1.2%	-0.7%	0%	1%	7%
Cc1cccc(NC(=O)CN2C(=O)N/C(=C\c3ccc(N4CCOCC4)cc3)C2=O)c1	i	0.6	-24%	28%	-34%	-3.4%	-5.7%	2%	4%	3%
O=C(CSc1nc2c(c(C(F)(F)F)n1)CCc1ccccc1-2)NCc1ccccc1	i	0.7	-3%	6%	-2%	-2.6%	-1.7%	-7%	-6%	0%
CCOC(=O)c1c(NC(=O)CN2CCOCC2)sc2c1CCCC2	i	0.3	3%	10%	-22%	0.6%	6.6%	-3%	1%	7%
COc1ccccc1CNC(=O)COc1ccc(S(=O)(=O)N2CCOCC2)cc1C	i	1.6	9%	-6%	11%	-0.1%	2.2%	2%	-6%	-4%
CS(=O)(=O)Nc1ccc(C2=NN(S(=O)(=O)c3ccccc3)C(c3cccs3)C2)cc1 (stereo not drawn)	i	1.1	1%	-13%	5%	4.1%	2.8%	-1%	3%	1%
CCOC(=O)c1sc(NC(=O)Cc2ccc(F)cc2)nc1C	i	0.5	-71%	-8%	-30%	-2.5%	-1.1%	-6%	-2%	-2%
O=C(COC(=O)c1cccnc1Cl)Nc1cccc(S(=O)(=O)N2CCCCC2)c1	i	0.2	15%	17%	-5%	0.2%	-4.1%	-4%	-10%	-5%
COc1ccc(C2=NC(C)(C)Cc3cc(OC)c(OC)cc32)cc1	i	0.4	2%	26%	-10%	-0.2%	-9.6%	-4%	-2%	6%
CCc1ccc(Nc2nnc(SCC(=O)Nc3cccc(S(=O)(=O)NC4=NCCCCC4)c3)s2)cc1	i	0.9	-86%	0%	29%	-0.8%	14%	-4%	2%	-5%
O=S(=O)(c1ccc(F)cc1)N1CCC(c2nc3ccccc3[nH]2)CC1	i	0.9	14%	7%	-11%	0.4%	-2.3%	-2%	-9%	5%
COc1ccccc1C1N(c2ccc(F)cc2)C(=O)C2CCCN21 (stereo not drawn)	i	0.8	-3%	8%	-34%	-1.8%	-1.3%	4%	-1%	-7%
C=CCSc1nc2sc3c(c2c(=O)n1CC)CCc1ccccc1-3	i	9.9	-4%	-44%	0%	-1.2%	3.1%	2%	-5%	-10%
CC(C)c1ccc(NC(=O)NCc2ccc(F)cc2)cc1	i	0.1	-2%	-2%[20 µM]	-8%	-1.0%	-0.3%	1%	-4%	2%
CCOC(=O)C1(Cc2ccccc2)CCCN(CCO)C1 (stereo not drawn)	i	0.2	14%	-45%[20 µM]	-16%	1.0%	nt	8%	-8%	nt
O=C(O)CCN=C1CCc2ccccc2N1	nt	nt	14%	32%	4%	6.4%	-5.5%	-2%	-6%	-6%
CC1=C([N+](=O)[O-])C(c2ccc(O)c(O)c2)NC(=O)N1 (stereo not drawn)	i	0.4	19%	7%	1%	-3.6%	-3.4%	-15%	-2%	-5%
CC(=O)N1N=C(c2ccccc2)CC1c1ccccc1 (stereo not drawn)	i	0.3	-3%	-19%[20 µM]	-6%	1.3%	-5.5%	12%	-4%	-4%
O=[N+]([O-])c1cc([N+](=O)[O-])c(N2CCCCCC2)cc1NCCO	i	6.3	11%	-21%	-13%	-2.6%	-1.0%	-2%	8%	1%
CC(C(=O)N1CCN(Cc2ccccc2)CC1)n1ncn2cccc2c1=O (stereo not drawn)	i	1.5	-7%	10%[20 µM]	4%	3.0%	-2.8%	3%	-5%	nt
COc1ccc(C(C)(C)C)cc1NC(=O)C1C2C=CC(C2)C1C(=O)O (stereo not drawn)	i	0.6	7%	-14%	-14%	-0.2%	-2.5%	6%	-3%	1%
Cc1ccc(C)c(NC(=S)NNC(=O)c2cc3c(s2)CCC(C)C3)c1 (stereo not drawn)	i	0.2	7%	-32%	-19%	4.9%	-1.6%	-6%	1%	-12%
CCN1CCSc2ccc(C(=O)NCc3cccc(Br)c3)cc21	i	1.9	8%	-38%[20 µM]	34%	0.2%	-1.9%	-4%	-18%	nt
SMILES	Myeloid diff 2	Myeloid diff 2 GFP+ MAC1+ %	NOD2 inhibition	KOR beta-arrestin-1	NOD1 inhibition	HIV peptide binding	KOR beta-arrestin-2	SIAH1 antagonists	LYP phosphatase	Salmonella PhoP GFP
Cc1cc(C(=O)N/N=C/c2ccc(-c3cccc(Cl)c3)o2)n[nH]1	i	0.2	12%	-148%	-8%	-1.1%	14%	1%	-12%	-9%
COc1ccc(NC(=O)C2CCC(C(C)(C)C)CC2)cc1S(=O)(=O)N1CCCCC1 (stereo not drawn)	i	2.7	31%	-6%	50%	2.2%	0.8%	4%	6%	5%
COc1ccc(C(=O)NC(CC(C)C)C(=O)O)cc1OC (stereo not drawn)	i	2.7	-2%	-26%	19%	-0.9%	2.3%	-2%	-7%	14%
CC(=O)N1c2ccc(S(=O)(=O)NCC3CCC(C(=O)Nc4cc(C)ccn4)CC3)cc2CC1C (stereo not drawn)	i	7.8	36%	-20%	11%	-2.0%	-2.6%	1%	-4%	-6%
CN(C(=O)Cn1cc(C#N)c2ccccc21)c1ccccc1	i	0.4	3%	-16%[20 µM]	-22%	-2.3%	nt	-2%	-4%	4%
CC(C)Oc1ccc(CCC(=O)NNC(=S)Nc2ccccc2)cc1	i	1.0	-28%	nt	-2%	-2.9%	5.2%	-1%	-4%	-4%
Cc1ccnc(NC(=O)CCC(=O)N(CC(=O)NC2CCCCC2)c2cccc(C)c2C)c1	i	1.2	3%	10%	-5%	0.6%	-1.2%	3%	2%	-18%

Source: PubChem BioAssay (several laboratories)

A portion of the library; the hit share may differ from the screen's.
